Statin myotox sup = suppressors of simvastatin-induced myotoxicity in C2C12 myotubes. hit rate 0.78% among 330,000. ATP luminescence, 48 h; scaled: DMSO 0, geranylgeraniol control 100. rescue of ATP level, % at 7.49 µM;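 active means mean ATP rescue above about 67%, or every replicate alone reaching that limit, limit read from the data, passing the limit was not always enough; inconclusive means no clear call, values can overlap the other calls; inactive means mean under the limit and some replicate under it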;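 further: myotubes were challenged with 10 µM simvastatin during compound exposure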
S100A4 MyoIIA = inhibitors of human S100A4 binding to myosin IIA peptide; P26447; S100A4/TAMRA-MyoIIA peptide fluorescence polarization; inhibition, % at 10.7 µM; hit rate 0.14% among 360,000;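 active means mean inhibition of at least 70% across replicates, with every replicate also reaching that level; inconclusive means mean inhibition reaches 70% but some replicates fall short; inactive means mean inhibition below 70%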
Target sequence (P26447 whole entry, looked up): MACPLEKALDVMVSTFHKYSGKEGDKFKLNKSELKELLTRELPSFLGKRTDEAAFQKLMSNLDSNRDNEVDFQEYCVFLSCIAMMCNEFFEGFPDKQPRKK
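incubation = readout 5 min after mixing, signal stable up to 60 min | system = S100A4 monomer protein | buffer or medium = HEPES pH 7.2 with CaCl2, KCl, NaCl, DTT, Triton | benchmarks = neutral control DMSO, positive control TFP | also added = fluorescent myosin IIA peptide, 5 nM | compound dosing = one concentration per compound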
E-selectin induc = induces E-selectin expression in human endothelial cells; HUVEC E-selectin immunofluorescence imaging; normalized: neutral wells 0, TNF-alpha wells 100; activation, % at 7.58 µM; hit rate 0.37% among 260,000;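 active means mean E-selectin-positive cell signal at least 10% of the positive control, reached in at least 60% of replicates, without over 20% cell loss; inconclusive means no rule given, readout overlaps actives, possibly toxicity-flagged; inactive means the rest, including those meeting only one limit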;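 further: in these data hits start at about 27%; measured in HUVEC primary endothelial cells; signal is the percent of cells scored E-selectin positive by PE staining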
Target sequence (P16581 whole entry, looked up): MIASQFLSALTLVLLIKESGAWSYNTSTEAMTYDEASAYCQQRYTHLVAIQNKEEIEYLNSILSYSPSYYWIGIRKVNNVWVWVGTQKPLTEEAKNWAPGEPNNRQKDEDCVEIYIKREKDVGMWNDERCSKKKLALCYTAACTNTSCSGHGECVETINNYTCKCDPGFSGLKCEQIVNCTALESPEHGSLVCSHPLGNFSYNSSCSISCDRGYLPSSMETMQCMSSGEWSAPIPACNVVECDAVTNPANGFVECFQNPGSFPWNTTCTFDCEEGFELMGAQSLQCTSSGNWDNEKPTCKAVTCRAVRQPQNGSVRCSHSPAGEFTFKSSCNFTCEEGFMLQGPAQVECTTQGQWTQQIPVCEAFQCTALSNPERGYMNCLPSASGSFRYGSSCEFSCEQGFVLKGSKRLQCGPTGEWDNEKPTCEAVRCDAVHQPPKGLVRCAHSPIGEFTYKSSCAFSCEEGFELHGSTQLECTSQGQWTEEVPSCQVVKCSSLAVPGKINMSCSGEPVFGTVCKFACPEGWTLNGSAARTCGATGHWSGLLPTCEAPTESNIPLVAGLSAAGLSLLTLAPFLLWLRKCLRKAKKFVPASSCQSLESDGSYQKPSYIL
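Test system: HUVEC | Signal: Immunofluorescence imaging | Read-out: Percent E-selectin-positive cells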
SIRT5 inh = sirtuin-5 (human) deacylase inhibition. Purified SirT5, succinyl-peptide AMC, trypsin-coupled fluorescence. inhibition, % at 15 µM. Q9NXA8. hit rate 1.1% among 330,000; in the data active means inhibition above about 15%; inconclusive means no clear call, values can overlap the other calls
Target sequence (Q9NXA8 whole entry, looked up): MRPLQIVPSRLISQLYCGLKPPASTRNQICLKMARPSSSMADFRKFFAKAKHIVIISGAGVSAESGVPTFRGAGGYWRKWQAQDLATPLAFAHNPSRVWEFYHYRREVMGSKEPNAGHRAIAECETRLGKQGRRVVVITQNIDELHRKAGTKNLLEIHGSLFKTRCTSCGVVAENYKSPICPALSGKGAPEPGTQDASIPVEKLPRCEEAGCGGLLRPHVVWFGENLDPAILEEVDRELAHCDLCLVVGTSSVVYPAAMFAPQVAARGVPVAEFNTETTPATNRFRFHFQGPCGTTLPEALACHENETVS
DENV2 CPE rescue = protects cells from dengue virus 2 cytopathic effect; DENV2-infected cells, cytopathic effect rescue, plate reader; CPE inhibition, % at 9.99 µM; hit rate 1.7% among 350,000; AID 651640; in the data active means CPE inhibition above about 20%, passing the limit was not always enough; inconclusive means no clear call, values can overlap the other calls; tested in BHK-21 cells;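 further: 0% = median of neutral control wells and 100% = median of positive control wells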
PglD inh = inhibitors of Campylobacter jejuni PglD acetyltransferase | purified PglD enzyme, DTNB colorimetric CoA detection | hit rate 0.098% among 360,000 | AID 602405 | inhibition, % at 12.5 µM; in the data active means inhibition above about 16%, passing the limit was not always enough; inconclusive means no clear call, values can overlap the other calls; further: strong numbers were not always called active
ERp5 block = inhibitors of human ERp5. Q15084. ERp5 insulin aggregation, absorbance 650 nm, 90 min. inhibition, % at 9.99 µM. hit rate 0.05% among 350,000;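 active means mean replicate inhibition above about 25%, with every replicate also reaching it, limit read from the data, passing the limit was not always enough; inconclusive means only one of those two criteria met; inactive means neither criterion met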
The depositor's hits bear a star; ? = inconclusive; nt = not tested or not shown. A portion of the library, so the mix of outcomes need not match the whole.

compound	Statin myotox sup	S100A4 MyoIIA	E-selectin induc	SIRT5 inh	DENV2 CPE rescue	PglD inh	ERp5 block
CCS(=O)(=O)N1CCCCN2[C@H](CO)[C@H](c3ccc(C4=CCCC4)cc3)[C@H]2C1	-5	-6	-0.2	-2	4	2	-4
Cc1cc2occ(CC(=O)N(C)CC(=O)Nc3ccccc3C(F)(F)F)c2cc1C	6	-2	nt	-19	1	4	1
CC1(C(=O)NCc2ccc(Cl)cc2)CCN1C(=O)Cc1cccs1 (centres undefined)	2	-1	-0.1	nt	-4	1	2
C[C@@H]1CCCCO[C@@H](CN(C)C(=O)CCC(F)(F)F)[C@H](C)CN([C@H](C)CO)C(=O)c2cc(NC(=O)C3CCCCC3)ccc2O1	nt	-3	1.2	6	-2	-1	8
Cc1noc(C)c1NC(=O)Nc1cccc2c1O[C@@H](CN(C)C(=O)Nc1ccccc1)[C@H](C)CN([C@H](C)CO)C2=O	18	-5	0.7	-4	-4	-3	5
Nc1ccc(C(=O)N2CCN(S(=O)(=O)c3ccc4c(c3)OCCCO4)CC2)cc1[N+](=O)[O-]	-24	-8	1.2	1	-7	-4	1
Cc1nnc(NC(=O)CSc2ncc(-c3ccccc3)[nH]2)s1	20	-7	-0.8	7	0	0	-1
COc1ccccc1CCC(=O)OCC(=O)Nc1ccc(C)c(S(=O)(=O)N2CCCCC2)c1	15	-4	-1.2	-4	2	3	3
O=C(CCNC(=O)C1CCN(S(=O)(=O)c2ccccc2)CC1)NCc1cccc(Cl)c1	-5	-1	nt	6	10	1	1
C[C@@H]1CN([C@@H](C)CO)C(=O)c2cc(N(C)C)ccc2O[C@@H]1CN(C)S(=O)(=O)c1cn(C)cn1	-37	-11	-10	4	4	3	1
Cc1ccccc1S(=O)(=O)N1CC(=O)N2[C@@H](CO)[C@@H](c3ccc(C#Cc4ccccc4)cc3)[C@@H]2C1	nt	0	2.0	-1	-10	nt	6
CCOC(=O)c1ccc[n+]([O-])c1	12	10	-0.4	-3	5	-2	0
CCNC(=O)CN1C(=O)NC(Cc2ccccc2)(Cc2ccccc2)C1=O	2	-5	nt	-2	3	3	1
C[C@@H]1CN([C@@H](C)CO)C(=O)c2cccc(NC(=O)c3nc4ccccc4s3)c2O[C@H]1CN(C)CC1CC1	10	0	0.3	10	5	0	-5
COc1cc2nc(CN(C)Cc3ccc(Cl)cc3)[nH]c(=O)c2cc1OC	nt	-1	0.5	0	-3	nt	4
CCCCCNC(=O)C(c1ccncc1)n1c(=O)c(-c2ccccc2)nc2ccccc21 (centres undefined)	nt	-17	-0.1	-8	-18	nt	7
COc1ccc(S(=O)(=O)N2CCOCC2)cc1NC(=O)CSc1ncccn1	110*	1	0.7	nt	13	3	-4
CCC(=O)N(C)C[C@H]1Oc2ncc(C#CC3(O)CCCC3)cc2C(=O)N([C@@H](C)CO)C[C@H]1C	-2	-25	-0.4	-2.7*	18	0	5
O=C(C1CCOCC1)N1[C@H](CO)[C@@H](c2ccccc2)C12CN(CCC(F)(F)F)C2	nt	7	0.1	-2	-11	nt	5
C[C@H](CO)N1C[C@H](C)[C@H](CN(C)C(=O)Nc2ccccc2)Oc2ncc(C#CC3CCCCC3)cc2C1=O	0	-21	14	7	4	-1	4

4 structures out of the list, ordered by count of non-hydrogen atoms, rising:
compound	Statin myotox sup	S100A4 MyoIIA	E-selectin induc	SIRT5 inh	DENV2 CPE rescue	PglD inh	ERp5 block
Cc1nnc(NC(=O)CSc2ncc(-c3ccccc3)[nH]2)s1	20	-7	-0.8	7	0	0	-1
Cc1cc2occ(CC(=O)N(C)CC(=O)Nc3ccccc3C(F)(F)F)c2cc1C	6	-2	nt	-19	1	4	1
CCC(=O)N(C)C[C@H]1Oc2ncc(C#CC3(O)CCCC3)cc2C(=O)N([C@@H](C)CO)C[C@H]1C	-2	-25	-0.4	-2.7*	18	0	5
Cc1ccccc1S(=O)(=O)N1CC(=O)N2[C@@H](CO)[C@@H](c3ccc(C#Cc4ccccc4)cc3)[C@@H]2C1	nt	0	2.0	-1	-10	nt	6

Compound profiles (already shown). Screens in order: Statin myotox sup	S100A4 MyoIIA	E-selectin induc	SIRT5 inh	DENV2 CPE rescue	PglD inh	ERp5 block
Cc1noc(C)c1NC(=O)Nc1cccc2c1O[C@@H](CN(C)C(=O)Nc1ccccc1)[C@H](C)CN([C@H](C)CO)C2=O is entered as 18	-5	0.7	-4	-4	-3	5
CCS(=O)(=O)N1CCCCN2[C@H](CO)[C@H](c3ccc(C4=CCCC4)cc3)[C@H]2C1 is entered as -5	-6	-0.2	-2	4	2	-4
Cc1nnc(NC(=O)CSc2ncc(-c3ccccc3)[nH]2)s1 is entered as 20	-7	-0.8	7	0	0	-1

(next part)
compound	Statin myotox sup	S100A4 MyoIIA	E-selectin induc	SIRT5 inh	DENV2 CPE rescue	PglD inh	ERp5 block
CCCC(=O)n1nc(NCc2ccc(OC)cc2)nc1NCc1ccc(OC)cc1	14	-5	0.1	0	-4	nt	4
Cc1ccc(-c2ccc([C@H]3[C@@H](CO)N4C(=O)CN(C(=O)Nc5cccc(F)c5)C[C@H]34)cc2)cc1	nt	?	-0.1	-2	?	nt	-2
CCN(CC)C(=O)Cn1cc(SCC(=O)Nc2cc(C)on2)c2ccccc21	nt	-1	nt	1	11	nt	-3
CCn1nnnc1SCC(=O)N1c2ccccc2NC(=O)CC1C (centres undefined)	8	-11	0.4	2	-1	2	3
COc1ccc([N+](=O)[O-])cc1N(CC(O)CN1C(=O)NC(C)(C)C1=O)S(=O)(=O)c1ccc(C)cc1 (centres undefined)	6	1	0.2	nt	-6	0	-3
CC(OC(=O)c1cc(=O)[nH]c2ccccc12)c1ccccc1 (centres undefined)	-4	0	nt	2	0	-1	-6
CCNC(=S)N(Cc1cc2c(C)ccc(C)c2[nH]c1=O)C1CCCC1	nt	1	nt	0	0	nt	6
O=C(CN1C(=O)CSc2ccc(S(=O)(=O)N3CCOCC3)cc21)NCCCN1CCc2ccccc2C1	nt	-3	nt	-1	6	nt	-6
Cc1ccc(S(=O)(=O)N2CCN(C(=O)COC(=O)CCOc3ccccc3C)CC2)c(C)c1	4	-3	2.6	-5	0	0	7
OCCC1CN(Cc2cccn2-c2cccnc2)CCN1C1CCCCC1 (centres undefined)	6	13	0.2	-7	-4	2	-8
Cc1ccc(NC(=O)c2ccc(OCc3c(C)noc3C)cc2)c(C)c1	11	2	-0.4	-6	16	1	1
C/C=C/c1ccc2c(c1)O[C@H](CN(C)C(=O)c1ccccn1)[C@H](C)CN([C@H](C)CO)S2(=O)=O	2	1	-0.2	2	-3	1	-9
NC(=O)C1CCN(c2nc(-c3cccnc3)cs2)CC1	-17	-1	0.6	nt	15	-2	9
COc1ccc(CNc2ncccn2)cc1OC	nt	0	nt	-4	9	nt	1
CC(=O)Oc1ccc(C2=Cc3ccc(OC(C)=O)cc3OC2C)cc1 (centres undefined)	7	4	118*	nt	-3	5	-2
O=C(Nc1ccccc1-c1ccccc1)NC1CC2CCCC(C1)N2CCc1ccccc1 (centres undefined)	nt	-5	nt	-1	0	nt	0
C[C@@H]1CCCCO[C@@H](CN(C)C(=O)C2CCCCC2)[C@@H](C)CN([C@H](C)CO)C(=O)c2cc(NC(=O)CCC(F)(F)F)ccc2O1	nt	2	2.0	-3	1	-4	0
Cc1noc(C)c1NC(=O)N[C@H]1C=C[C@@H](CC(=O)N2CCCCC2)O[C@H]1CO	-7	-15	-0.5	-1	-8	-1	2
CN(C)C(CNc1ccc(S(C)(=O)=O)cc1[N+](=O)[O-])Cc1ccccc1 (centres undefined)	-7	-2	nt	-4	0	-4	5
C[C@H]1CN([C@@H](C)CO)C(=O)Cc2cc(NC(=O)CCCCCC(=O)Nc3ccccc3N)ccc2O[C@@H]1CN(C)S(C)(=O)=O	-28	0	-23	5	-2	1	9
C[C@H]1CN([C@@H](C)CO)C(=O)c2cc(NS(=O)(=O)c3ccc(F)cc3)ccc2O[C@@H]1CN(C)Cc1ccccc1	5	2	-0.1	2	2	0	-2
O=C(NCC[C@@H]1CC[C@H](NS(=O)(=O)c2ccccc2)[C@H](CO)O1)c1ccc2c(c1)OCO2	4	4	-2.4	-2	-7	0	-1
CC1CCc2sc(C(=O)NN=C3CCC(c4ccccc4)CC3)cc2C1 (centres undefined)	2	-2	-8.1	-1	-1	nt	2
COC(=O)c1cc(C(=O)OCC(=O)NC2CCCCCCC2)cc([N+](=O)[O-])c1	-1	-11	nt	-3	-6	-6	2
CCCC(=O)Nc1ccc2c(c1)C(=O)N(C)[C@@H]1CC[C@@H](CC(=O)NCCN3CCCCC3)O[C@@H]1CO2	14	9	-0.1	-2	-2	-1	-2
O=C(C[C@@H]1C[C@@H]2c3cc(NC(=O)NC4CCCC4)ccc3O[C@@H]2[C@H](CO)O1)NCCN1CCCCC1	0	-1	0.0	-2	-3	-2	-3
Cc1ccc(NC(=O)c2csc3c2CCCC3)cc1	nt	-2	0.1	-3	2	nt	3
C=CC[C@@H](CC(=O)N(CCO)Cc1ccccc1)C(=O)N[C@H](COC(=O)[C@@H](CC=C)CC(=O)OC(C)(C)C)Cc1c[nH]c2ccccc12	5	-1	-0.2	nt	-9	2	1
C[C@@H]1CCCCO[C@@H](CN(C)S(=O)(=O)c2ccc(Cl)cc2)[C@@H](C)CN([C@@H](C)CO)C(=O)c2cc(NC(=O)Cc3ccccc3)ccc2O1	nt	1	0.1	9	-3	0	1
O=[N+]([O-])c1ccc(C=NN2CCNC2=S)o1	7	-6	nt	3	4	0	2
CCN1CCC(NC(=O)Nc2cccc(C(F)(F)F)c2)CC1	nt	-16	4.5	0	10	nt	3
Cn1c(CS(=O)Cc2c(Cl)cccc2Cl)nnc1SCc1c(Cl)cccc1Cl (centres undefined)	-1	-5	nt	-1	7	1	-7
Cc1ccc(S(=O)(=O)Nc2ccc3c(c2)C(=O)N([C@H](C)CO)C[C@@H](C)[C@H](CN(C)S(=O)(=O)c2ccc(Cl)cc2)OCCCC[C@H](C)O3)cc1	nt	-8	-0.1	-2	-1	nt	2
C/C(=N\OC(=O)Nc1ccccc1)c1cnn(-c2cc(C(F)(F)F)cc(C)n2)c1C	nt	-3	nt	-2	2	nt	5
C[C@H](O)C#Cc1cnc2c(c1)C(=O)N([C@@H](C)CO)C[C@@H](C)[C@H](CN(C)C(=O)CN(C)C)O2	nt	10	-0.1	-2	4	0	0
O=C(Nc1cccc(C(=O)N2CCOCC2)c1)c1ccccc1Cl	nt	-3	-0.2	-3	0	-7	2
C[C@H](CO)N1C[C@H](C)[C@@H](CN(C)C(=O)NC2CCCC2)Oc2ncc(-c3ccccc3)cc2C1=O	22	4	-0.1	-2	12	-1	-6
CCNc1nc(NC(C)CC)nc(ON=C(C)C)n1 (centres undefined)	2	0	2.0	-1	7	-5	3
C[C@H](CO)N1C[C@H](C)[C@H](CN(C)Cc2ccccc2)OCCCC[C@H](C)Oc2ccc(NS(=O)(=O)c3cccs3)cc2C1=O	nt	-5	nt	-1	-3	0	-1
Cc1noc(C)c1NC(=O)N(C)C[C@H]1OCCCC[C@H](C)Oc2ccc(NC(=O)NC(C)C)cc2C(=O)N([C@@H](C)CO)C[C@H]1C	nt	-8	0.2	2	-9	-1	1
